Assay outcomes deposited in PubChem BioAssay by Broad Institute.
FN deposit inh: fibronectin deposition inhibition; AH1F fibroblasts, Alexa488-fibronectin deposition fluorescence, overnight; AID 743247; 350,000 compounds, 0.086% hits; inhibition, % at 12.6 µM;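 active means mean inhibition across replicates of 30% or more, regardless of how many single replicates reach that level; inconclusive means mean under 30% yet at least half of replicates reach 30%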;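 further: positive control wells lacked labelled fibronectin entirely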
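Material: AH1F fibroblast monolayer depositing Alexa488-labelled fibronectin into matrix / Amount: 10000 AH1F cells per well / Signal: fluorescence 485/525 nm / Medium: DMEM, 2% serum / Compound: single dose, pinned / Incubation: 1 h cell adhesion before compound, then overnight fibronectin incubation / Reagent: Alexa488-FN, 24 nM final / Read-out: inhibition of fibronectin deposition signal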
INS-1E GSIS act: primary screen for activators of insulin secretion dependent on glucose, INS-1E cells, GLuc reporter luminescence. 370,000 compounds, 0.61% hits. INS-1E GLuc reporter insulin secretion, 2-3 h. AID 743287. activation, % at 16.6 µM;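 active means lowest replicate activation of at least 40%, so every replicate reaches that level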;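 further: 0% = median of neutral control wells and 100% = median of IBMX positive control wells; some compounds called inactive have numbers as strong as hits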
miR-122 sensor: miR-122 inhibition in Huh7 cells; 340,000 compounds, 0.3% hits; Huh7 miR-122 Renilla luciferase sensor, 48 h; neutral wells = 0, positive control = 100; AID 602342; activation (reporter increase), % at 12.5 µM;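 active means mean replicate activation score at least 90 and every replicate individually at or above 90; inconclusive means only one of the two criteria met; inactive means neither criterion met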;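 further: higher luciferase means less miR-122 activity so hits act as miR-122 inhibitors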
PAX8 reporter: lowers PAX8-driven luciferase in RMG-I cells | 360,000 compounds, 1.2% hits | RMG-I TPO-luciferase reporter, SteadyGlo, 24 h | inhibition, % at 12.6 µM;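 active means mean replicate inhibition at least 60% with every replicate also reaching 60%; inconclusive means only one of the two criteria is met; inactive means mean below 60% and not all replicates reaching 60%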;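 further: luciferase light reporting Pax8 driven TPO promoter activity; plate controls were median of neutral control wells for no effect and mitoxantrone controls for full effect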
DENV2 CPE: DENV2-induced cell death inhibition. DENV2-infected cells, cytopathic effect rescue, plate reader. 350,000 compounds, 1.7% hits. CPE inhibition, % at 9.99 µM; in the data active means CPE inhibition above about 20%, passing the limit was not always enough; inconclusive means no clear call, values can overlap the other calls; tested in BHK-21 cells;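 further: 0% = median of neutral control wells and 100% = median of positive control wells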
EWS-Fli block: EWS/Fli transcriptional activity inhibition; A673 NR0B1-luciferase reporter, viability-normalised; inhibition, % at 12.6 µM; 350,000 compounds, 0.67% hits; AID 651661;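 active means mean inhibition of at least 50% after viability correction, with every replicate also passing that limit; inconclusive means mean reaches 50% but only one of two replicates passes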;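 further: firefly luciferase signal divided by Alamar Blue viability fluorescence both relative to DMSO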
F508del corr: CFTR F508del correction in bronchial cells | CFBE cells, YFP halide quenching; stimulated with forskolin plus potentiator P3; % fluorescence drop versus neutral controls | activity (quench increase), % at 7.58 µM | 350,000 compounds, 0.36% hits | AID 720511;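 active means mean added fluorescence quench of at least 8% versus neutral control, with both replicates also reaching 8%; inconclusive means only one of the mean or replicate conditions met; inactive means mean below 8% and not both replicates reaching 8%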;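 further: cells transiently co-express mutant CFTR-F508del with the halide-sensitive YFP; corrector assay measuring rescue of mutant channel to the surface after 24 h compound exposure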
Active calls of the source: *; u = inconclusive; x = not tested or not shown; & = joins results of further samples; [ ] = another dose, or the depositor's remark.

SMILES	FN deposit inh	INS-1E GSIS act	miR-122 sensor	PAX8 reporter	DENV2 CPE	EWS-Fli block	F508del corr
O=C1CC2(CCN(C(=O)c3c(F)cccc3Cl)CC2)Oc2ccccc21	5	-20	x	-14	10	-5	0.0
C[C@H]1CN([C@@H](C)CO)C(=O)Cc2cc(NS(C)(=O)=O)ccc2O[C@H]1CN(C)C(=O)Nc1cccc2ccccc12	x	-5	-1[16.7 µM]	9	u	x	0.0
Cc1cc(NS(=O)(=O)c2ccc(NC(=O)CCCOc3ccccc3C)cc2)no1	3	7	x	9	-4	11	0.5
O=C(COc1ccc([N+](=O)[O-])cc1)Nc1nnc(-c2cccnc2)s1	-3	-20	0	-25	-1	-20	3.7
C[C@@H]1CN([C@@H](C)CO)C(=O)c2cc(NC(=O)CCCN(C)C)ccc2O[C@H]1CN(C)S(C)(=O)=O	x	-6	-3[16.7 µM]	-12	-3	x	-0.4
CC(=O)Oc1ccc(-c2cccc(C(=O)NCCO)c2)cc1	2	-2	x	20	5	1	-3.5
COc1ccc(C(=O)N2CC3(CC(c4cccc(NC(=O)CC(c5ccccc5)c5ccccc5)c4)=NO3)C[C@H]2C(N)=O)cc1 (stereo partly drawn)	3	4	-7	23	-1	-3	0.6
Cc1ccc(OCCOCCn2cnc3ccccc3c2=O)c([N+](=O)[O-])c1	5	1	-12	1	-8	8	-1.9
Cc1ccc(S(=O)(=O)Nc2cccc3c2O[C@@H](CN(C)Cc2ccccc2)[C@H](C)CN([C@@H](C)CO)C3=O)cc1	x	2	6[16.7 µM]	-21	17	2	-2.9
CCN(CC)CCN(Cc1cc2ccc(C)c(C)c2[nH]c1=O)C(=S)NCc1ccco1	5	7	x	10	1	2	-0.3
COc1ccc(Nc2nc3ccccc3nc2NS(=O)(=O)c2cccs2)c(OC)c1	-4	-5	-2	3	-5	9	3.3
Cc1cccc(OCc2nnc(SCC(=O)N(C(C)C)C(C)C)n2Cc2ccco2)c1C	7	-36	3	x	x	x	x
COC(=O)C[C@@H]1CC[C@H]2[C@@H](COc3ccc(NC(=O)c4ccc(C(F)(F)F)cc4)cc3C(=O)N2C)O1	-7	-7	-6[16.7 µM]	-73	99*	-7	0.6
Cc1ccc(S(=O)(=O)Nc2cccc3c2O[C@@H](CN(C)Cc2ccc(C(=O)O)cc2)[C@@H](C)CN([C@@H](C)CO)C3=O)cc1	x	20	0[16.7 µM]	x	-2	-7	-1.6
COCCn1c(=N)c(S(=O)(=O)c2ccc(F)cc2)cc2c(=O)n3ccccc3nc21	-2	66	1	-1	-2	-14	3.3
COc1ccc(C)cc1NC(=O)CCN1CCN(C/C=C/c2ccccc2)CC1	0	-9	-1	18	u	13	-0.8
COc1ccc(-c2cn3cc(C)ccc3n2)cc1OC	x	8	11	-23	x	x	x
O=C(COC(=O)CNC(=O)c1cccc([N+](=O)[O-])c1)Nc1nc2ccccc2s1	3	-14	2	-50	x	x	x
Fc1ccc(C2=CC(c3ccco3)n3nnnc3N2)cc1 (stereo not drawn)	2	x	0	14	11	-10	1.5
Cc1ccc(S(=O)(=O)N(C)C[C@@H]2Oc3c(NS(=O)(=O)c4ccccc4)cccc3C(=O)N([C@@H](C)CO)C[C@@H]2C)cc1	x	9	1[16.7 µM]	x	u	2	-3.8
CN(CC(=O)Nc1cccc(F)c1)C(=O)C1CC(=O)N(Cc2ccco2)C1 (stereo not drawn)	5	23	x	12	-2	2	-1.5
CC1NC(=O)c2cccnc2-n2c1nc1cc(F)c(F)cc1c2=O (stereo not drawn)	x	-7	0	1	4	-6	0.9
O=C(NCCN1CCOCC1)C1CCN(S(=O)(=O)N2CCCC2)CC1	1	-2	x	-11	-5	4	-1.5
CC(=O)N1C(=O)/C(=C2\SC(=S)N(NS(=O)(=O)c3ccc(C)cc3)C2=O)c2ccccc21	-15	-7	x	-9	-9	4	0.2
COc1ccc(OCC(=O)N(Cc2ccc(C)o2)C2CCS(=O)(=O)C2)cc1 (stereo not drawn)	-2	19	x	0	-2	0	-2.1

(further entries)
SMILES	FN deposit inh	INS-1E GSIS act	miR-122 sensor	PAX8 reporter	DENV2 CPE	EWS-Fli block	F508del corr
COCCN=C1Sc2nc3ccc(C)cc3cc2CN1Cc1cccs1	x	4	x	-39	-6	-25	1.7
CCOC(=O)C1CCCN(S(=O)(=O)c2ccc3c4c(cccc24)C(=O)N3CC)C1 (stereo not drawn)	5	-28	-4	-16	6	6	0.8
O=C(Nc1nc2ccccc2n1CCN1CCOCC1)c1ccc(COc2ccccc2Br)o1	4	-8	x	14	3	26	2.9
C#CCOCCOCCOCCNc1nc(N2CCN(C(=O)[C@H]([C@@H](C)CC)n3cc([C@@H](N)Cc4ccc(O)cc4)nn3)CC2)nc(N2CCN(C(=O)[C@H]([C@@H](C)CC)n3cc([C@@H](N)Cc4ccc(O)cc4)nn3)CC2)n1	2	x	2	-10	-15	-8	0.0
CO[C@H]1CN(C)C(=O)c2cc(NS(C)(=O)=O)ccc2OC[C@@H](C)N(C(=O)C2CCC2)C[C@H]1C	5	16	9[16.7 µM]	x	13	-7	-2.4
CC1(C)CCc2c([nH]c3ccccc3c2=O)O1	x	3	-3	x	u	-8	-0.4
CN(C)CCn1c2c(c(SCC(=O)Nc3ccc4c(c3)OCCO4)nc1=O)CCCC2	-7	1	-2	3	-6	-6	-2.5
CN(C[C@H]1N[C@@H](CO)[C@H]1c1ccc(-c2ccccc2)cc1)C(=O)C1CCC1	12	8	-42[16.7 µM]	3	x	-2	0.8
COCCNC(=O)/C(C#N)=C/c1c(N2CCN(c3ccc(OC)cc3)CC2)nc2c(C)cccn2c1=O	2	5	x	25	-2	-2	-2.5
COc1ccc(CN(C)C[C@H]2Oc3c(NS(=O)(=O)c4ccc(C)cc4)cccc3C(=O)N([C@@H](C)CO)C[C@H]2C)cc1	x	-20	x	2	11	1	-0.4
COC(=O)c1ccc(C(=O)OC)c(NC(=O)C2CC2)c1	-5	0	x	-20	-3	9	x
CCn1nc(C)cc1C(=O)N1CCCC(C(=O)c2ccc(Oc3ccccc3)cc2)C1 (stereo not drawn)	-7	-33	-4	20	12	8	2.8
CCC(=O)Nc1ccc2c(c1)OC[C@@H](C)N(C(=O)c1ccccn1)C[C@@H](C)[C@H](OC)CN(C)C2=O	-6	7	1[16.7 µM]	-8	26*	-1	x
S=C(c1ccc(-c2ccc(Cl)cc2Cl)o1)N1CCCC1	-2	-6	1	-61	-3	-72	1.2
COc1ccc(Cl)cc1S(=O)(=O)NCc1ccncc1	-23	-1	63	-2	7	x	3.0
CCOC(=O)c1cc(NC(=O)Nc2ccccn2)c(C)nc1C	x	-1	x	-1	-2	-16	1.8
N#Cc1c(NC(=O)CSc2nc3ccccc3c(=O)n2Cc2ccco2)sc2c1CCCC2	7	x	0	0	x	x	x
COc1ccc(C(=O)N/N=C(\C)Cn2cnc([N+](=O)[O-])n2)cc1	-1	x	3	-16	u	-4	0.7
COc1ccc(OC(=O)N2CCOCC2)cc1	-1	-6	-3	0	-3	-21	-1.6
CCOP(=O)(OCC)c1nc(-c2cccc3ccccc23)oc1NCc1ccccc1	-8	-4&-19	0	x	x	x	x
COc1ccc(NC(=O)COC(=O)CNC(=O)COc2ccccc2)cc1OC	10	8	x	x	-5	1	1.4
CO[C@H]1CN(C)C(=O)c2ccc(NC(=O)CC(F)(F)F)cc2OC[C@H](C)N(C(C)=O)C[C@@H]1C	-1	-5	x	-31	8	16	0.2
CCOc1ccc(N2C(=O)CC(N(Cc3ccco3)C(=O)CCC(=O)O)C2=O)cc1 (stereo not drawn)	24	16	0	2	0	-5	1.4
Cc1ccc(Nc2nc(-c3sc(NC(=O)c4ccco4)nc3C)cs2)cc1	-7	-10	2	24	-7	10	-0.6
FC(F)Oc1ccc(NC(=S)NC23CC4CC(CC(C4)C2)C3)cc1	-2	-7	1	-48	5	-28	-0.8

Additional compounds.
SMILES	FN deposit inh	INS-1E GSIS act	miR-122 sensor	PAX8 reporter	DENV2 CPE	EWS-Fli block	F508del corr
COc1ccc(CN2CCC2(C)C(=O)Nc2cccc(NS(C)(=O)=O)c2)c2ccccc12 (stereo not drawn)	8	-11	2	5	-8	5	3.2
COc1ccc2c(c1)sc(N)[n+]2Cc1cc(C)cc2cccnc12	0	-21	-7	31	71*	48	11*
Cc1ccc(NC(=O)c2cc(S(=O)(=O)NCCc3ccccc3)ccc2F)cc1Cl	4	-41	-4	7	x	x	x
COC(=O)c1cc2sccc2n1Cc1nc(-c2cccc(Cl)c2)oc1C	0	0	3	6	-8	1	-0.3
CCS(=O)(=O)N1CCN(c2ccc([N+](=O)[O-])c(NCC3CCCO3)c2)CC1 (stereo not drawn)	-4	-3	x	-5	-3	15	-0.2
Cc1cccc(-c2ccc([C@@H]3[C@H]4CN(C(=O)c5cccnc5)CC(=O)N4[C@H]3CO)cc2)c1	x	3	x	7	1	3	2.0
CCCCc1cc(=O)oc2cc(OCC(=O)N3CCOCC3)ccc12	4	14	-3	4	1	1	1.7
Cc1ccc(NC(=O)CSc2nnc(C)c(=O)n2N)cc1Cl	x	-5	1	-3	u	8	1.1

Printed as active in F508del corr, of those listed so far:
smiles	INS-1E GSIS act	miR-122 sensor	F508del corr
COc1ccc2c(c1)sc(N)[n+]2Cc1cc(C)cc2cccnc12	-21	-7	11*

Of the compounds above, these contain fluorine:
SMILES	FN deposit inh	INS-1E GSIS act	miR-122 sensor	PAX8 reporter	DENV2 CPE	EWS-Fli block	F508del corr
O=C1CC2(CCN(C(=O)c3c(F)cccc3Cl)CC2)Oc2ccccc21	5	-20	x	-14	10	-5	0.0
COC(=O)C[C@@H]1CC[C@H]2[C@@H](COc3ccc(NC(=O)c4ccc(C(F)(F)F)cc4)cc3C(=O)N2C)O1	-7	-7	-6[16.7 µM]	-73	99*	-7	0.6
COCCn1c(=N)c(S(=O)(=O)c2ccc(F)cc2)cc2c(=O)n3ccccc3nc21	-2	66	1	-1	-2	-14	3.3
Fc1ccc(C2=CC(c3ccco3)n3nnnc3N2)cc1 (stereo not drawn)	2	x	0	14	11	-10	1.5
CN(CC(=O)Nc1cccc(F)c1)C(=O)C1CC(=O)N(Cc2ccco2)C1 (stereo not drawn)	5	23	x	12	-2	2	-1.5
CC1NC(=O)c2cccnc2-n2c1nc1cc(F)c(F)cc1c2=O (stereo not drawn)	x	-7	0	1	4	-6	0.9
CO[C@H]1CN(C)C(=O)c2ccc(NC(=O)CC(F)(F)F)cc2OC[C@H](C)N(C(C)=O)C[C@@H]1C	-1	-5	x	-31	8	16	0.2
FC(F)Oc1ccc(NC(=S)NC23CC4CC(CC(C4)C2)C3)cc1	-2	-7	1	-48	5	-28	-0.8
Cc1ccc(NC(=O)c2cc(S(=O)(=O)NCCc3ccccc3)ccc2F)cc1Cl	4	-41	-4	7	x	x	x
